Anesthetic bind: binds horse apoferritin like a general anesthetic. Potency, µM (highest dose often 77.5 µM), for the others: top-dose activity change, negative = displacement, actives largely listed as inhibitors. P02791. apoferritin/1-aminoanthracene competitive binding, fluorescence. hit rate 0.074% among 350,000; note: potency is the fitted concentration of half-maximal effect; % is set by controls: 0 for no effect and ±100 for the full control effect; nearly all actives have a fitted effect of over 20% in size
Target sequence (P02791 2-175 limits assumed): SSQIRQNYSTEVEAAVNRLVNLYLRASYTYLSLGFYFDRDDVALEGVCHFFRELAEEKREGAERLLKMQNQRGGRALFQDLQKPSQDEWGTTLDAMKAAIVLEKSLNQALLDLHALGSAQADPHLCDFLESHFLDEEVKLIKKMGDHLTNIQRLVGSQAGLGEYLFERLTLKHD
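10 uM apoferritin + 50% sat. 1-AMA, PBS; cpd 10 min RT; Ex380/Em535 endpoint; normalized to free probe vs complex; 4-param Hill fit; propofol titration as pos. ctrl.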
LDHA inh: blocks human lactate dehydrogenase A | P00338 | purified LDHA, NADH/diaphorase-resazurin fluorescence; active compounds read low | activity change, % (values are at about 110 or 230 µM) | hit rate 0.15% among 480,000 | AID 1347041; in the data active = activity change below about -30%; inconclusive = mostly about -25% to -30%;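 note: plate controls were DMSO wells for no effect and wells without enzyme for full effect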
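LDH5 2 nM; NADH 0.06 mM, pyruvate 0.2 mM; 200 mM Tris pH 7.4, EDTA, Tween-20; 5 min RT. Detection: diaphorase 0.133 mg/mL + resazurin 37 µM, fluorescence ex540/em590 at 0 and 20 min; normalized to enzyme-free and DMSO wells.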
POLB inh: DNA polymerase beta (human) inhibition; hit rate 1.3% among 340,000; Pol beta primer extension/strand displacement, fluorescence kinetic; AID 485314; Potency, µM (titrated, usually from 114 µM), for the others: at the top dose activity change, negative = inhibition, usual class: inhibitors; note: potency is the fitted concentration of half-maximal effect; % is set by controls: 0 for no effect and ±100 for the full control effect
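Preincubation: enzyme (10 nM) with compound, 15 min, RT. Reaction: substrate added to 50 nM final. Reads: 0 and 10 min. Analysis: normalized, Hill fit.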
APE1 inh: inhibitors of human APE1 endonuclease. recombinant APE1, TAMRA/BHQ-2 abasic DNA cleavage fluorescence. AID 2517. hit rate 0.35% among 350,000. Potency, µM (titrated, usually from 65.8 µM), for inactives: top-dose activity change, negative = inhibition, usual class: inhibitors;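 note: potency is the fitted concentration of half-maximal effect; plate controls were vehicle for no effect and reference inhibitor for full effect; nearly all actives have a fitted effect of over 55% in size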
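0.75 nM APE1 + cpd, 15 min RT; start w/ 50 nM TAMRA/BHQ-2 THF-abasic dsDNA; kinetic fluor 525/598 nm ×3 reads @60 s; Δ(read3−read1); normalized to DMSO and NSC13755 control wells.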
BLM inh: inhibitors of human Bloom syndrome helicase BLM; Potency, µM (doses to about 56.1 µM), inactives show top-dose activity change, negative = inhibition, hits mostly inhibitors; P54132; AID 2528; hit rate 0.2% among 350,000; recombinant BLM DNA unwinding, fluorescence dequenching;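 note: potency is the fitted concentration of half-maximal effect; plate controls were vehicle for no effect and no enzyme for full effect; nearly all actives have a fitted effect of over 35% in size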
Glioma ERSR ind: ER stress response induction in glioma. U87-MG GRP78 promoter luciferase reporter, 16 h. Potency, µM, for inactives: top-dose activation, actives largely listed as activators. hit rate 0.02% among 420,000. AID 602332; note: potency is the fitted concentration of half-maximal effect; series mostly up to about 76 µM; % of control where 0% means no effect; nearly all actives have a fitted effect of over 35% in size
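Stably transfected U87-MG human glioma cells carrying a GRP78-based luminescent sensor were seeded at 1000 cells/well, pin-dosed with compounds and incubated 16 h. Luciferase reagent was then added, and end-point luminescence was read after 10 min at room temperature.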
Pol iota inh: DNA polymerase iota (human) inhibition; Potency, µM (series often up to 115 µM), without a hit: top-dose activity, negative = inhibition, usual class: inhibitors; Pol iota fluorescent replication assay, 10 min; hit rate 1% among 390,000; Q9UNA4; note: potency is the fitted concentration of half-maximal effect
Target sequence (Q9UNA4 whole entry, looked up): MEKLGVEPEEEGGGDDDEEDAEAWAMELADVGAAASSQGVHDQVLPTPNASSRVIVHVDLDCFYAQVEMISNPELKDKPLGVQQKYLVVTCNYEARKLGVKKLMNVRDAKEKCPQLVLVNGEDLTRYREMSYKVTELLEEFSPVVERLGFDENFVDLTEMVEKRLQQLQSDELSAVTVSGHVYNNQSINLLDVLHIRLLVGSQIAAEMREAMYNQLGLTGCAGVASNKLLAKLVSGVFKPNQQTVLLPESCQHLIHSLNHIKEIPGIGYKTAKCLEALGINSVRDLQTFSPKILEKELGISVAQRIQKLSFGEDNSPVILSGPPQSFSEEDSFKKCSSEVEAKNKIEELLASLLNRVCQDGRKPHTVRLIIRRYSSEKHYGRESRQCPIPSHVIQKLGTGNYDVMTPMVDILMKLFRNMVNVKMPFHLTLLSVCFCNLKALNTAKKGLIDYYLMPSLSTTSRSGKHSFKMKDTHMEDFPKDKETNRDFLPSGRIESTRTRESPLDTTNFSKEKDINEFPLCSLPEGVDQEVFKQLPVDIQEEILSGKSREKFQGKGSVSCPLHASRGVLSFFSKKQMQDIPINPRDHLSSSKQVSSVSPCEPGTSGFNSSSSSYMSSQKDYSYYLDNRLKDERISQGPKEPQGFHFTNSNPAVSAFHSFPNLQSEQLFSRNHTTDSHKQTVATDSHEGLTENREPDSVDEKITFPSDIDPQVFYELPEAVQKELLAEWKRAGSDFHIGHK
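Fluorescent replication assay read twice, at 0 min and 10 min after adding 50 nM (final) substrate. Enzyme (10 nM) and compounds were first incubated 15 min at room temperature; enzyme-free buffer wells were negative controls.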
POLK inh: inhibitors of human DNA polymerase kappa. Q9UBT6. purified Pol kappa, fluorescent DNA synthesis assay, 10 min. Potency, µM (titrated, usually from 107 µM), for the others: at the top dose activity, negative = inhibition, hits mostly inhibitors. hit rate 0.53% among 400,000; note: potency is the fitted concentration of half-maximal effect; % is set by controls: 0 for no effect and ±100 for the full control effect
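50 nM final substrate added after 15 min RT preincubation of 10 nM Pol kappa with compound; fluorescence read at 0 and 10 min.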
Pol eta inh: DNA polymerase eta (human) inhibition. recombinant Pol eta, fluorescent DNA replication assay. Potency, µM (doses to about 114 µM), for the others: at the top dose activity change, negative = inhibition, usual class: inhibitors. hit rate 1.2% among 390,000. AID 588591; note: potency is the fitted concentration of half-maximal effect; % is set by controls: 0 for no effect and ±100 for the full control effect
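Pol eta (10 nM) was preincubated with compounds for 15 min at room temperature, after which fluorescent replication substrate (50 nM final) was added to start the reaction. Fluorescence was read kinetically at 0 and 10 min.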
An asterisk follows results filed as active; ? = inconclusive; / = not tested or not shown; & = joins results of further samples; [ ] = another dose, or the depositor's remark. Unless noted, calls come from the whole dose curve; as a rule, active = well fitted curve in the direction sought with a large enough effect; inconclusive = small, poorly fitted or top-dose-only effect, or another doubt; inactive = no such curve, though single readings can be large; an effect the other way counts as inactive or inconclusive. Some of the compounds tested. The share of hits here may be higher or lower than overall.

cpd	molecule	Anesthetic bind	LDHA inh	POLB inh	APE1 inh	BLM inh	Glioma ERSR ind	Pol iota inh	POLK inh	Pol eta inh
1	COC(=O)C1=C(c2ccc(S(C)(=O)=O)cc2)C[C@@H]2CC[C@H]1N2C(=O)NCc1cccc2ccccc12	/	0	/	/	/	-1%	-3%	12%	-13%
2	CN1CCN(c2nc3c(c(=O)[nH]2)CCC3)CC1	-4%	-4	-1%	-1%	3%	-3%	11%	10%	-11%
3	CN(C)CC1Oc2ccccc2OC1(O)c1ccccc1 (stereo not drawn)	-21%	-12	-11%	0%	-5%	-16%	?	3%	-11%
4	CC(=O)OC(C)(C)/C=C/C(=O)C(C)(O)C1[C@H](O)C[C@@]2(C)C3CC=C4C(CC[C@@H](O)C4(C)C)[C@]3(CO)C(=O)C[C@]12C (stereo partly drawn)	0%	5	-15%	16%	-10%	-13%	98%[activator]	0%	-13%
5	O=C1NC(=S)N(c2ccc(Cl)cc2)C(=O)/C1=C/N1CCN(C(=O)c2ccco2)CC1	-18%	-1	-2%	-6%	-3%	-1%	?	-4%	-13%
6	CCc1ccc(-n2nc(C)c3c(C(=O)NCCc4ccc(OC)c(OC)c4)cc(C)nc32)cc1	-9%	-6	3%	/	-2%	-3%	13%	-1%	?
7	O=C1C2CCCN2C(c2cccc(Cl)c2)N1c1ccccn1 (stereo not drawn)	-6%	-3	41%	0%	1%	6%	3%	-11%	0%
8	CC(=O)OC1C2CCC1C(N1CCCC1)CC2 (stereo not drawn)	-1%	-2	4%	-3%	8%	0%	4%	-8%	-8%
9	O=C(Cn1ncc2ccsc2c1=O)N1CCC2(CC1)OCCO2	-7%	-1	0%	5%	2%	1%	-28%	-9%	-15%
10	CCNc1cc(N2CCNCC2)ccc1[N+](=O)[O-]	-10%	/	1%	-9%	-4%	/	/	/	/
11	Cc1c(F)c(F)c(COC(=O)C2C(/C=C(\Cl)C(F)(F)F)C2(C)C)c(F)c1F (stereo not drawn)	10%	/	/	-11%	0%	4%	/	11%[60.1 µM]	/
12	N#C/C(N)=C(/N)C#N	/	-13	/	-3%&0%	/	-2%	13%	-3%	-11%
13	c1cc(CN2CCC3(CCNCC3)CC2)ccn1	/	/	/	1%	3%	-5%	/	-10%[60.1 µM]	/
14	COc1ccccc1-n1c(/C=C/c2ccccc2)nc2ccccc2c1=O	-6%	3	-1%	/	-8%	-4%	?	-13%[60.1 µM]	7%
15	NC(=O)c1ccc(N)nc1	4%	-16	/	2%	3%	2%&-4%	-4%	-3%	4%
16	Fc1ccc(C2=CCN(C(c3cccs3)c3nnnn3CCc3ccccc3)CC2)cc1 (stereo not drawn)	?	-3	14%	-4%	-6%	-1%	2%	-2%	-20%
17	Cc1ccc(NC(=O)N(Cc2ccc3c(c2)OCO3)C2CCN(Cc3ccccc3)CC2)cc1F	-13%	-4	-1%	/	-7%	-1%	13%	-8%	-13%
18	O=C(Nc1ccccc1)N1CCC2(CC1)OCCO2	-13%	-9	24%	0%	0%	-3%	-7%	7%	7%
19	Oc1ccc2c3c1O[C@H]1c4[nH]c5ccccc5c4C[C@]4(O)[C@H](C2)N(CC2CC2)CC[C@@]314	/	/	/	11%	2%	-4%	/	-8%[19.4 µM]	/
20	COCCCN1Cc2ccccc2C1=N	-5%	-5	4%	-1%	-2%	4%	21%	4%	10%
21	CCC(=NCc1cc(OC)cc(OC)c1)c1c(O)[nH]c(=O)[nH]c1=O	-2%	-4	22%	23%	-1%	-2%	17%	15%	-10%
22	CCn1c(O)c(/C=N/NC(=O)c2ccccc2)c(=O)n(CC)c1=S	-2%	-4	-12%	12%	-1%	-2%	-10%	-26%	1%
23	CCOC(=O)C(O)(c1ccc(N=c2ccccn2C)cc1)C(F)(F)F (stereo not drawn)	-9%	2	-1%	-2%	0%	-4%	82%[activator]	-3%	-14%
24	Cn1c(O)c(/C=C2\C=Nc3ccc(Br)cc32)c(=O)n(C)c1=O	9%	-5	38%[activator]	-10%	-3%	-5%	10%	-13%	-14%
25	CN(C)c1ccc(C=C(C#N)C#N)cc1	4%	-5	-15%	1%	1%	-2%	6%	-4%	-7%
26	Cc1nn(Cc2ccccc2)c(C)c1C=C1C(=O)NC(=S)NC1=O	-8%	-10	28%	26%	5%	-3%	-2%	-26%	-1%
27	Cc1cccc(-n2c(=S)[nH]c3ccccc3c2=O)n1	2%	-6	15%	2%	-5%	-4%	175%[activator]	0%	1%
28	Cc1nn(Cc2ccccc2)c(C)c1C(=O)OCC(=O)NCc1ccco1	-16%	-2	-2%	4%	-4%	0%	-1%	4%	-15%
29	C=CCn1c(O)c(C(C)=NC2CC2)c(=O)[nH]c1=O	-7%	-3	7%	0%	0%	-3%	1%	-7%	-9%
30	O=c1[nH]c(O)c(C=Nc2ccccc2Sc2ccccc2)c(=O)[nH]1	-12%	-11	-12%	-3%	-4%	-4%	4%	-5%	4%
31	CN(C)C(=O)Oc1ccc2c(c1)O/C(=C\c1ccc(Cl)cc1)C2=O	-4%	0	?	19%	-4%	2%	-14%	6%	-4%
32	Cc1ccc(O)c(C)c1	/	-6	/	-20%&7%	/	-5%	5%	-8%	-8%
33	Nc1ncc(S(=O)(=O)c2ccc(Cl)cc2)c(N)n1	2%	-2	-1%	14%	0%	-2%	?	-3%	-25%
34	CCC(=O)Oc1ccc2c(c1)CCC1C2CC[C@]2(C)C(OC(=O)CC)CCC12 (stereo partly drawn)	72%[activator]	/	/	/	-3%	1%	/	-8%[60.1 µM]	/
35	CC(CCN1CC1)=NNC(=O)Nc1cccc2ccccc12	/	17	/	/	/	-2%	22%	-3%	-17%
36	CN1CC(C(=O)c2cccs2)C(c2ccc(Cl)cc2)C1 (stereo not drawn)	-6%	-4	11%	-36%	-1%	-2%	10%	-16%	-8%
37	CCCCc1nc2ccccc2c(=O)n1-c1ccc(Cl)cc1[N+](=O)[O-]	-15%	-5	8%	-4%	-7%	-3%	27%	0%	-15%
38	CC(=O)O[C@@]12CO[C@@H]1C[C@H](O)[C@@]1(C)C(=O)[C@H](O)C3=C(C)[C@@H](OC(=O)[C@H](O)[C@@H](NC(=O)c4ccccc4)c4ccccc4)C[C@@](O)([C@@H](OC(=O)c4ccccc4)C12)C3(C)C (stereo partly drawn)	?	-3	27%	-2%	-2%	-2%	-1%	-17%	-14%
39	Cc1cc(-n2c(/C=C/c3ccc(Br)s3)nc3ccccc3c2=O)ccc1Br	-1%	-15	23%	/	-1%	-1%	31%[activator]	-9%[60.1 µM]	-15%
40	COc1ccc(-c2nc(CSCC(=O)N3CCC4(CC3)OCCO4)c(C)o2)cc1OC	-7%	6	3%	13%	-1%	-5%	7%	-1%	-5%
41	Cc1nc2ccccc2c(=O)n1-c1ccc(Br)cn1	-5%	-16	2%	-4%	0%	9%	34%[activator]	-2%	-6%
42	Cc1ccc(N=Nc2c(O)[nH]c(=O)[nH]c2=O)c([N+](=O)[O-])c1	-18%	-1	4%	-2%	1%	0%	-13%	-5%	-27%
43	CC(C)n1c(O)c(C=NCc2cccnc2)c(=O)[nH]c1=S	-10%	0	6%	0%	-1%	-2%	?	4%	-10%
44	Cc1ccc(-c2nc(CS(=O)CC(=O)NC3CCCC(C)C3C)c(C)o2)cc1 (stereo not drawn)	?	-2	1%	-11%	-3%	-2%	4%	-5%	8%
45	COc1ccccc1OP(=O)(Nc1ccc(Br)cc1)Oc1ccccc1OC	54%[activator]	0	4%	-10%	-9%	-6%	-12%	6%	-13%
46	COC(=O)C1=C(C)NC(C)=C(C(=O)OC)C1c1ccccc1[N+](=O)[O-]	-4%	17&23&23	-6%	4%	-8%	-14%&-1%&-6%&-12%&-8%&-2%&0%&-6%	?	-17%[60.1 µM]	-9%
47	CN1CCC2(CC1)C(C#N)=C(N)NC(S)=C2C#N	1%&-4%	-16&3	?	-6%&-8%	-16%&-24%	-3%&-2%	-12%&52%	-22%	-16%&-26%
48	CCc1c(C)nc(N)nc1N1N=C1SCC#N	-15%	-4	?	-1%	0%	-3%	20%	-1%	-13%
49	S=c1[nH]nc(-c2ccco2)n1-c1cccc2ccccc12	-12%	4	?	-1%	1%	-3%	?	-16%	10%
50	Cc1cccc(N=Cc2c(O)n(-c3ccccc3C)c(=O)[nH]c2=O)c1	?	-2	1%	3%	-5%	-5%	27%	-3%	-11%
51	CN1OC[C@@H]2COc3ccc4ccccc4c3[C@@H]21	-2%	0	14%	-5%	0%	-2%	25%	-22%	-4%
52	O=C(NC(C(Cl)Cl)N1CCOCC1)c1ccccc1 (stereo not drawn)	2%	-4	2%	5%	-7%	-5%	65%[activator]	-5%[60.1 µM]	-10%
53	O=C(NCCO)c1nsnc1NCCCl	-8%	-8	-2%	-1%	0%	-2%	61%[activator]	-3%	8%
54	c1cc(C2N3CCCN2CC3)ccn1 (stereo not drawn)	8%	-1	11%	4%	-3%	1%	-17%	-14%	-3%
55	CN1CCc2nc(N)c(C#N)c(-c3ccccc3)c2C1	14%	-3	-3%	1%	3%	-3%	?	0%	-15%
56	CC[C@H](C)C(=O)O[C@@H]1[C@H](O)[C@@H]2[C@H](CN3C[C@@H](C)CC[C@@H]3[C@@]2(C)O)[C@@H]2C[C@@]34O[C@@]5(O)[C@@H](OC(=O)[C@](C)(O)CC)CC[C@@]3(C)[C@H]5[C@H](OC(C)=O)[C@@H](OC(C)=O)[C@H]4[C@]12O	3%[29.3 µM]	/	/	6%[21 µM]	3%[21.4 µM]	-5%	/	-6%[12 µM]	/

Values by screen from the list:
POLB inh, nos. 42–53: 4%, 6%, 1%, 4%, -6%, ?, ?, ?, 1%, 14%, 2%, -2%
BLM inh, nos. 42–53: 1%, -1%, -3%, -9%, -8%, -16%&-24%, 0%, 1%, -5%, 0%, -7%, 0%
POLK inh, nos. 42–53: -5%, 4%, -5%, 6%, -17%[60.1 µM], -22%, -1%, -16%, -3%, -22%, -5%[60.1 µM], -3%

Source: PubChem (National Center for Advancing Translational Sciences (NCATS))
